Assay outcomes deposited in PubChem BioAssay by several laboratories.
MLLE-PAM2 inh = blocks PAM2 peptide binding to the PABP1 MLLE domain; AID 588489; inhibition, % at 20 µM; GST-MLLE / FITC-PAM2 fluorescence polarization; 360,000 tested, 0.36% active; P11940; in the data active means inhibition above about 35%, passing the limit was not always enough;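 further: plate controls were DMSO wells with GST-MLLE for no effect and wells lacking GST-MLLE protein for full effect; some results filed as inactive read as strong as hits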
Rin1-Abl PPI inh = inhibitors of human Rin1-Abl protein interaction. P00519+Q13671. TR-FRET Rin1/Abl binding, biochemical. inhibition, % at 7.35 µM. 360,000 tested, 0.4% active; in the data active means inhibition above about 5%, passing the limit was not always enough
Target sequence (P00519 whole entry, looked up): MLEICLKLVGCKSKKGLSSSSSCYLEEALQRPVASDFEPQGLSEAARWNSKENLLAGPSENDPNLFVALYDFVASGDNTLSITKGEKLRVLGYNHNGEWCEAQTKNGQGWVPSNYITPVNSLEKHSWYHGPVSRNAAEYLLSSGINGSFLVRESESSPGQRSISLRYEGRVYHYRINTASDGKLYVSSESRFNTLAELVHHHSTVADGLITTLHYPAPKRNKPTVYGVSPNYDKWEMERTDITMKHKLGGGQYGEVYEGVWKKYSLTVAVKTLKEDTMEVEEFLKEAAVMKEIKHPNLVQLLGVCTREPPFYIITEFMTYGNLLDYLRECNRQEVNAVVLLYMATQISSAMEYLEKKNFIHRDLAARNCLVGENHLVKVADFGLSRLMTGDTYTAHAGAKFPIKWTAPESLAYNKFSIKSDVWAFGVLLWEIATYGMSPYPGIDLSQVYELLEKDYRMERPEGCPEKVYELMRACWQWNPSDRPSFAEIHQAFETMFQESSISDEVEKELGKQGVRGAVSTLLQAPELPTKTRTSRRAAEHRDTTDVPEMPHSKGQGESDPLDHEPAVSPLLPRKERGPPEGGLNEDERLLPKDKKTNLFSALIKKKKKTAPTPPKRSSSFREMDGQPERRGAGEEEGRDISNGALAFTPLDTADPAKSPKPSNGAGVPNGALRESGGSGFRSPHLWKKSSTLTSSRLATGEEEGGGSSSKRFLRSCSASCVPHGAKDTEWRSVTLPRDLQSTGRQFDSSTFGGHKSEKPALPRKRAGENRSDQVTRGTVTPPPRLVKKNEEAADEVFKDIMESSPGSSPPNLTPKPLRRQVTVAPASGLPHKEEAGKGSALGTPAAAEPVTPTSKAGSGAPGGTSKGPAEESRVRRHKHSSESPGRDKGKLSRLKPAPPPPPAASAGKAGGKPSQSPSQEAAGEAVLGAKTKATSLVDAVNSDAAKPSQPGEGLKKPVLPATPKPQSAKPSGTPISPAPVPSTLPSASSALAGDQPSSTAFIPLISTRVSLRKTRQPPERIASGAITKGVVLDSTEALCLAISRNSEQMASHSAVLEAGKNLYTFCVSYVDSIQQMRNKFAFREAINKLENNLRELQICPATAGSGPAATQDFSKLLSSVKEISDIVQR
Target sequence (Q13671 whole entry, looked up): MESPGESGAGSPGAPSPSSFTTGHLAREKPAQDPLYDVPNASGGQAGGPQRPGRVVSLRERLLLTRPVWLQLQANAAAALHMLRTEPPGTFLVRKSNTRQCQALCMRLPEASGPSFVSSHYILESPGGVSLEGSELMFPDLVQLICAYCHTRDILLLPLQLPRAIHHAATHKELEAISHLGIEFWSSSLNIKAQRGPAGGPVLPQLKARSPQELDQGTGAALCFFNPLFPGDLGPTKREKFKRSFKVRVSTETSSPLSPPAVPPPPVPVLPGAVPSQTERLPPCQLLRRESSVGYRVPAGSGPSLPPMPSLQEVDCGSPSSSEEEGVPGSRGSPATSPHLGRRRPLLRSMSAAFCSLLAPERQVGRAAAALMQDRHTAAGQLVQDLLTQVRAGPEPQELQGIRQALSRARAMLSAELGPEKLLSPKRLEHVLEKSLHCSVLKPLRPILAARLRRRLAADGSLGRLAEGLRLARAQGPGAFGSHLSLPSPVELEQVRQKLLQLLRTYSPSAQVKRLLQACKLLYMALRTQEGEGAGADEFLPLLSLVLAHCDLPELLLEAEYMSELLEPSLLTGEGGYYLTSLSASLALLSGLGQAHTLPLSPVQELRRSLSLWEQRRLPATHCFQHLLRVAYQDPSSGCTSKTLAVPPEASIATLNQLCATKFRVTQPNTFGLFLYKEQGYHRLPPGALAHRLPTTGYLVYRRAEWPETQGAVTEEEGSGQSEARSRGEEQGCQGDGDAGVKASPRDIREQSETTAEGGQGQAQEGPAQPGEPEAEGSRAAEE
eLon inh = inhibits E. coli Lon protease. inhibition, % at 7.94 µM. AID 602123. purified E. coli Lon protease, fluorescence polarization. 360,000 tested, 0.42% active. P0A9M0; in the data active means inhibition above about 13%, passing the limit was not always enough;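 further: 0% = enzyme with probe and DMSO and 100% = no enzyme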
MsrA inh = inhibitors of bovine MsrA | purified bovine MsrA, absorbance read-out | inhibition, % at 15.5 µM | 360,000 tested, 0.75% active; in the data active means inhibition above about 4.5%;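 further: 0% = vehicle wells with enzyme and 100% = reference inhibitor wells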
MT1-MMP act inh = inhibitors of human MT1-MMP activation; 360,000 tested, 0.061% active; GFP/RFP ratio change, % at 20 µM; AID 651647; HT1080 RFP-PRO-GFP cells, GFP/RFP ratio fluorescence, overnight; percent of plate control window, DMSO zero; P50281;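 active means GFP/RFP ratio change of at least 30% with cell ATP level not reduced by more than half and red fluorescence within 50% of control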; further: strong numbers were not always called active
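Read-out: GFP/RFP fluorescence ratio; Test system: RFP-PRO-GFP reporter HT1080 cells; Compound dosing: single-point 20 µM compound, 1% DMSO; Times: overnight compound exposure at 37 °C.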
FAS TE block = inhibitors of human fatty acid synthase thioesterase domain | P49327 | recombinant FAS-TE, OMFH fluorogenic substrate, fluorescence endpoint | inhibition, % at 15 µM | 360,000 tested, 0.67% active | AID 602261;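 active means compounds whose normalised, plate-corrected inhibition of enzyme fluorescence in the single-dose primary screen is 50% or more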;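 further: 0% = DMSO with enzyme and 100% = substrate without enzyme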
CSN deneddyl inh = inhibitors of human CSN-mediated cullin deneddylation. Q92905. Purified CSN, SCF-Nedd8-OG deneddylation, fluorescence polarization. inhibition, % at 12.5 µM. 360,000 tested, 0.38% active. AID 651999;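 active means pattern-corrected inhibition above about 35%, with an unprinted fluorescence ratio check between 0.5 and 1.5, limit read from the data, passing the limit was not always enough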;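 further: 0% = enzyme with substrate and 100% = substrate without enzyme; some results filed as inactive read as strong as hits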
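Test system: purified human Csn5 enzyme expressed in HEK293T cells. Amount: 0.24 nM enzyme. Reagent: SCFSkp2-Nedd8OG substrate at 10 nM final. Schedule: 90 min incubation of compound, enzyme and substrate at room temperature. Detection: fluorescence polarization. Read-out: % inhibition of substrate cleavage by Csn5.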
bovine MsrA act = activates bovine MsrA enzyme. purified bovine MsrA, absorbance read-out. activation, % at 10.6 µM. 360,000 tested, 0.3% active; in the data active means activation above about 7.5%;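 further: 0% = vehicle and 100% = reference activator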
Rpn11 block = inhibitors of human proteasome Rpn11 | O00487 | human 26S proteasome, Ub4-pepOG fluorescence polarization; 20S core pre-blocked with epoxomicin | calls only at 20 µM | 360,000 tested, 0.59% active;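 active means inhibition at 20 µM, scaled to each plate's controls, above about 33%, limit read from the data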
The depositor's hits bear a star; i = inactive; x = no result given.

SMILES	MLLE-PAM2 inh	Rin1-Abl PPI inh	eLon inh	MsrA inh	MT1-MMP act inh	FAS TE block	CSN deneddyl inh	bovine MsrA act	Rpn11 block
O=C1C(=O)N(CCCN2CCOCC2)C(c2ccc(Cl)cc2)/C1=C(\O)c1ccc2c(c1)OCCO2 (configuration not stated)	-4	-7	3	0.9	0	-3	2	-4	i
O=C(CSc1nc2sc3c(c2c(=O)[nH]1)CCCC3)NCCO	-17	-2	2	0.4	-1	-4	-4	-2	i
CCc1nc2ccc(C(=O)N(C)Cc3ccccc3)cn2c1N(CC)CCN(C)C	-2	2	6	1.6	-9	-7	-3	-1	i
COC(=O)C(C(=O)OC)C(C(C)C)C(C(=O)OC)C(=O)OC	2	0	-3	-1.1	3	-8	6	-3	i
COc1ccc(CCNC(=O)Nc2ccc3c(c2)c(=O)n(C)n3CC=C(C)C)cc1OC	-5	-1	-6	-0.4	-1	-4	-2	-3	i
COc1ccc2c(C)c(Cl)c(=O)oc2c1	4	-6	4	1.8	-4	3	11	-4	i
CCN(CC)c1nc(C)nc2c1sc(=S)n2C	-3	-3	6	0.3	-4	20	-12	-3	i
Cc1ccc(O)c(/C=N/NC(=O)COc2ccc3c(C)cc(=O)oc3c2)c1	2	3	-11	1.9	4	18	14	-2	i
O=C(COC(=O)C1CCC1)Nc1cccc(Cl)c1	11	1	2	1.6	3	-1	-2	-5	i
COc1cccc(NC(=O)CC2COc3ccccc3O2)c1 (configuration not stated)	10	-2	-24	0.5	2	8	2	-1	i
COc1ccc(/C=C(\NC(=O)c2ccc(C)cc2)C(=O)NCCCN2CCOCC2)cc1OC	-5	-1	1	1.3	3	2	-2	-4	i
Cc1cccc(Nc2ccccc2C(=O)OCC(=O)NCc2ccco2)c1C	-8	-3	-4	0.8	0	19	4	-3	i
CC(C)OCCCNC(=O)C1CCC(=O)N1C(C)C (configuration not stated)	12	2	3	-0.6	0	-6	1	0	i
Cc1[nH]n(S(=O)(=O)Cc2ccccc2)c(=O)c1N=Nc1ccccc1Cl	-2	-2	-4	-0.5	1	6	-6	-3	i
Cc1nnc(SC(C(=O)c2ccccc2)c2ccccc2)[nH]c1=O (configuration not stated)	20	-1	6	-0.4	1	-3	0	-2	i
COc1ccc(CNC(=O)c2cc(S(=O)(=O)N3CCCCC3)ccc2N2CCOCC2)cc1OC	-1	3	-3	0.4	9	-5	0	-8	i
CCOc1c(C=C(C#N)C#N)c2ccccc2n1CC	-34	-6	-4	2.1	1	17	-3	-3	i
COc1cc2oc(=O)cc(-c3ccc(-c4ccc(C(F)(F)F)cc4)cc3)c2c(OC)c1OC	8	-3	5	x	1	18	-2	-1	i
CCCCn1c(N)c(N(CCOC)C(=O)c2sc3cc(F)ccc3c2Cl)c(=O)[nH]c1=O	-18	1	3	-0.9	-1	6	-5	-3	i
CCOC(=O)c1cnn(-c2ccccc2)c1-n1cccc1	-13	-2	4	1.6	2	-2	-4	-1	i
Clc1ccc(OCc2nnc3n2N=C(c2ccc4c(c2)OCCO4)CS3)c(Cl)c1	-69	-1	0	-0.6	-6	37	3	2	i
O=C(NCC1CCCO1)Nc1cccc(Cl)c1 (configuration not stated)	1	0	3	-1.3	-6	-4	-8	0	i
c1coc(-c2nc(-c3ccco3)c(-c3ccco3)nc2-c2ccco2)c1	10	6	17*	2.3	-16	20	35	-14	x
CCOCCOC(=O)C1=C(C)NC2=C(C(=O)CC(c3cccs3)C2)C1c1ccsc1 (configuration not stated)	19	-1	3	0.7	-2	6	2	3	i
O=C(N/N=C/c1ccccc1Cl)c1[nH]c2ccc(Br)cc2c1-c1ccccc1	-2	0	-6	1.8	9	41	1	-4	i
Cc1c(C)n(C)c2ccc(C(=O)NCCCN(C)C3CCCCC3)cc12	-8	-4	-1	0.1	7	-8	1	1	i
C/C(CC(=O)Nc1ccc(Br)cc1)=N\NC(=O)Cc1csc(N)n1	-13	-1	-6	-0.3	3	-11	3	-7	i
COc1ccc(OCCN2C(=O)NC(C)(c3ccc(C)cc3)C2=O)cc1 (configuration not stated)	-15	-2	-14	-0.9	-3	0	-3	-2	i
CC(O)(c1ccc(F)c(F)c1)c1nc(-c2ccc3ccccc3c2)cs1 (configuration not stated)	1	-2	8	1.0	0	31	-3	-2	i
CCc1cccc(C)c1NC(=S)NCCc1c(C)[nH]c2ccc(C)cc12	-23	-5	8	-1.7	-6	17	3	1	i
CC1CCCN(S(=O)(=O)c2ccc(NC(=O)[C@@H]3CCCN3C(=O)c3cccs3)cc2)C1 (some centres not stated)	-48	0	-2	0.3	-1	8	2	-2	i
Cc1ccc(-c2csc(N(CCCN3CCOCC3)C(=O)c3ccco3)n2)cc1	-11	-2	-1	0.1	6	27	-2	-1	i
CC(=O)NC(c1cccc(F)c1)c1nc(-c2cnn(C)c2)cs1 (configuration not stated)	9	4	2	0.0	-4	-14	-4	-10	i
Cc1ccccc1C(=O)NCC(=O)NNC(=S)NC(=O)c1ccccc1	16	-1	11	-0.3	5	-9	-5	4	i
COc1cc(CNC(C)C23CC4CC(CC(C4)C2)C3)cc(OC)c1OC (configuration not stated)	6	0	-4	-0.7	1	-4	-2	-4	i
COCCn1c(C)cc(C(=O)CSc2ccc(NC(C)=O)cc2)c1C	33	1	4	1.0	5	-5	-1	3	i
O=C(NCCN1C(=O)S/C(=C\c2ccccc2F)C1=O)C1CC(=O)N(Cc2ccccc2)C1 (configuration not stated)	-25	-1	-2	2.1	-5	14	-6	-2	i
O=C(NCc1cccnc1)C(=O)Nc1cc2c3c(c1)CC(=O)N3CCC2	-16	-1	1	x	3	-10	-2	-4	i
O=C(O)C1=C(C(=O)O)C2C=CC1C2	5	5	3	0.5	-3	-5	-4	-2	i
Cc1ccc(OCC(=O)NC(=S)Nc2ccc(Br)cn2)cc1	-34	0	8	-0.8	0	3	110	-1	i

Gathered by group: the entries above with bromine (three)
SMILES	MLLE-PAM2 inh	Rin1-Abl PPI inh	eLon inh	MsrA inh	MT1-MMP act inh	FAS TE block	CSN deneddyl inh	bovine MsrA act	Rpn11 block
O=C(N/N=C/c1ccccc1Cl)c1[nH]c2ccc(Br)cc2c1-c1ccccc1	-2	0	-6	1.8	9	41	1	-4	i
C/C(CC(=O)Nc1ccc(Br)cc1)=N\NC(=O)Cc1csc(N)n1	-13	-1	-6	-0.3	3	-11	3	-7	i
Cc1ccc(OCC(=O)NC(=S)Nc2ccc(Br)cn2)cc1	-34	0	8	-0.8	0	3	110	-1	i

Only bovine MsrA act, FAS TE block and CSN deneddyl inh, for some of the entries so far:
molecule	bovine MsrA act	FAS TE block	CSN deneddyl inh
O=C(O)C1=C(C(=O)O)C2C=CC1C2	-2	-5	-4
COCCn1c(C)cc(C(=O)CSc2ccc(NC(C)=O)cc2)c1C	3	-5	-1
COc1cc(CNC(C)C23CC4CC(CC(C4)C2)C3)cc(OC)c1OC (configuration not stated)	-4	-4	-2
Cc1ccccc1C(=O)NCC(=O)NNC(=S)NC(=O)c1ccccc1	4	-9	-5
Cc1ccc(OCC(=O)NC(=S)Nc2ccc(Br)cn2)cc1	-1	3	110

Next part:
SMILES	MLLE-PAM2 inh	Rin1-Abl PPI inh	eLon inh	MsrA inh	MT1-MMP act inh	FAS TE block	CSN deneddyl inh	bovine MsrA act	Rpn11 block
COc1ccc(CC(=O)NC(C)c2nnc(SCCC(=O)Nc3ccccc3)n2C)cc1 (configuration not stated)	13	-4	0	0.3	0	-8	2	-6	i
CCn1c(CNc2ccc(F)cc2)nnc1SCC(=O)Nc1ccc(OC)cc1OC	0	1	2	-1.2	0	-6	4	-1	i
O=C(CNC(=O)c1ccc(N2C(=O)c3ccccc3C2=O)cc1)OCC(=O)c1ccc(Cl)cc1	-9	2	3	0.2	-1	4	-1	-1	i
CCCCCC(=O)N1C[C@@H](O)[C@H](n2cc(COC(=O)c3ccccc3)nn2)C[C@@H]1c1ccc(C)cc1	-6	1	0	-1.1	8	6	-2	-8	i
CC(C)(C)NC(=O)CN(C(=O)CCC(=O)Nc1nccs1)c1cccc(C(F)(F)F)c1	7	-1	-21	-0.4	-3	2	3	1	i
CCc1cc2c(=O)c(-c3nc4ccccc4n3C)c(COCC(=O)O)oc2cc1O	1	-3	-1	2.4	6	-5	-5	-4	i
CCc1ccc(-c2nc(NC(=O)c3ccc(OCC(=O)Nc4ccc(F)cc4)c(OC)c3)sc2C)cc1	1	1	-3	-1.0	-1	-4	0	-4	i
O=C(CSc1ncccn1)NC(=O)Nc1ccc2c(c1)OCCO2	-16	4	-2	2.4	1	-2	-6	-3	i
COc1ccc(S(=O)(=O)N2CCNC(=O)CC2)cc1	5	1	-5	-0.3	-6	-3	8	-3	i
O=C(CC1C(=O)NCCN1C(=O)Nc1ccccc1)Nc1cc(Cl)cc(Cl)c1 (configuration not stated)	5	0	13	0.1	1	12	0	-2	i
CCCCNc1nnc(CCn2nc(C)c(Br)c2C)s1	9	-2	-1	-1.2	1	-11	-8	-11	i
COc1ccccc1NC(=O)N1CCCC1C(=O)NCc1ccc2c(c1)OCO2 (configuration not stated)	8	-3	-6	-0.4	4	-4	-5	1	i
Cc1cccc2sc(NC(=O)C3CC3)nc12	3	-2	-3	0.5	2	-2	4	-3	i
CCc1nn(CCCC(=O)N2CCN(c3ccc(OC)cc3)CC2)c(=O)c2cc3occc3n12	-7	-2	-3	-1.9	4	0	-3	2	i
CCCCNC(=S)Nc1ccccc1F	-1	-1	-7	0.7	2	-7	-4	-1	i
Cc1ccc(C(=O)Nc2ccccc2OC(F)F)cc1	-6	2	-2	1.0	-3	-3	-1	-3	i
Fc1ccc(CNc2nc3ccccc3n3cnnc23)cc1	-11	0	-26	-0.2	7	7	2	-1	i
CCc1nnc(NC(=O)CSc2nnc(Cc3ccccc3)n2-c2ccccc2)s1	2	0	-6	-0.9	-2	3	-4	-10	i
Cc1ccc(CC(=O)Nc2nc3c(s2)CCCC3)cc1	-6	-1	-4	-0.3	0	3	6	0	i
CC(O)[C@H]1CNCCN1CCc1cccc2ccccc12 (some centres not stated)	-13	1	12	-1.0	-3	-6	-2	-8	i
CC1(C)CC(=O)C2=C(C1)c1c(ccc3ncccc13)NC2c1cccs1 (configuration not stated)	-5	-4	-8	0.8	-11	2	-9	-3	i
CCCN(CC(=O)Nc1ccccc1C)C(=O)Cc1coc2cc(C)ccc12	5	7	1	-1.0	0	0	6	-5	i
CCCCN(C(=O)C1CCCC1)c1c(N)n(CC(C)C)c(=O)[nH]c1=O	-11	0	2	-0.6	3	-5	0	-9	i
CC(=O)/C=C/c1ccccc1O	12	3	10	0.3	-1	-7	2	-4	i
Cc1cccc(C)c1NC(=O)CSc1nc(N2CCOCC2)nc(N2CCOCC2)n1	-1	-3	-4	-1.0	-1	-2	1	-1	i
c1ccc(CNc2ncnc3[nH]ncc23)cc1	6	3	-2	0.1	2	-10	-4	-4	i
C/C(=N\NC(=S)NCCc1ccccc1)c1cccs1	85	0	101*	2.1	-9	18	-27	-5	i
COc1cc(NC(=O)c2c(F)c(F)c(F)c(F)c2F)c(OC)cc1Cl	-1	-1	0	-0.2	2	16	2	-2	i
COc1ccc(C)cc1NC(=O)c1ccccc1N(C)S(=O)(=O)c1ccccc1	-17	-4	0	-0.2	-5	19	-2	-9	i
CCC1Sc2ccc(S(=O)(=O)CCC(=O)NC3CCCCCC3)cc2NC1=O (configuration not stated)	-3	1	-2	-0.8	1	7	1	-6	i
CC(CC#CCN1CCOCC1)OCCC#N (configuration not stated)	7	0	5	0.4	3	-4	-5	3	i
Cc1c(Cl)cnc(NC(=O)COC(=O)C2CC2)c1Cl	-10	2	-1	-0.4	-2	-2	-3	-4	i
